# LRH-1 inv ag – suppresses constitutive activity of human LRH-1; HEK293T StAR-luciferase reporter, LRH-1 transfected, 24 h; inhibition, % at 3.6 µM; O00482; 360,000 compounds, 0.13% hits;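 active = inhibition above the mean inhibition of all tested compounds plus 3 SD, cut at about 73% in these data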;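 note: 0% = DMSO wells and 100% = reporter-only cells lacking LRH-1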
# Target sequence (O00482 whole entry, looked up): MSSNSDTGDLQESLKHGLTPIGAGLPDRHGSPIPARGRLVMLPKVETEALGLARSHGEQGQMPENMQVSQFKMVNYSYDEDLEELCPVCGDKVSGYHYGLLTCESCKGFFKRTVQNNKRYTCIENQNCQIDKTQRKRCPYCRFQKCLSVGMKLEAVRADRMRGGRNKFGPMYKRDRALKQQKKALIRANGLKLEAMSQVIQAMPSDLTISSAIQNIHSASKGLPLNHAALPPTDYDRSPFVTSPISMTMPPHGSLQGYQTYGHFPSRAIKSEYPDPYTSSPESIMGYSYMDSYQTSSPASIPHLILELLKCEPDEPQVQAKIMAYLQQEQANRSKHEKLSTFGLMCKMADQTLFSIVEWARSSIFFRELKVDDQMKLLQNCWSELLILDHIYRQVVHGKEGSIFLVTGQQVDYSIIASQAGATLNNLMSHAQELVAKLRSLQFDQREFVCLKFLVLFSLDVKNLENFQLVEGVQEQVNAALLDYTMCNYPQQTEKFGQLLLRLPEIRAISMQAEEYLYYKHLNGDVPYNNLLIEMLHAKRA
# TRAIL sens C8 – sensitizes caspase-8 expressing cells to TRAIL; AID 624354; 360,000 compounds, 1% hits; inhibition (viability loss, TRAIL sensitization), % at 10 µM; NB7+C8 cells + TRAIL, ATPlite viability luminescence;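 active = compounds causing at least 50% loss of cell viability in the single-dose screen, relative to plate controls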
# TLR9-MyD88 block – inhibitors of human TLR9-MyD88 binding; inhibition, % at 4.98 µM; 340,000 compounds, 0.21% hits; CHO BLA complementation TLR9-MyD88, CCF4 FRET ratio; Q9NR96+Q99836;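 active = inhibition above the mean over all tested compounds plus 3 SD, cut at about 21% in these data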;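 note: 0% = DMSO only wells and 100% = clavulanate BLA inhibitor control wells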
# SRC2 inh – human SRC2 (NCOA2) inhibition. 370,000 compounds, 0.17% hits. Q15596. inhibition, % at 9 µM. HEK293 GAL4-SRC2 luciferase reporter, luminescence;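 active = inhibition above the mean inhibition of all tested compounds plus 3 SD, set per campaign, cut at about 52% in these data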;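 note: 0% = DMSO treated cells and 100% = cells given Gossypol at 36 µM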
# NCOA1 inh – inhibitors of human steroid receptor coactivator 1 (SRC1) | 360,000 compounds, 0.12% hits | AID 588354 | inhibition, % at 3.6 µM | Q15788 | HEK293 GAL4-SRC1 luciferase reporter, luminescence;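 active = inhibition above the campaign mean plus 3 SD, with each screening campaign given its own cutoff, cut at about 60% in these data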;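 note: 0% = DMSO treated cells and 100% = gossypol at 36 µM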
# NOD2-RIPK2 inh – NOD2-RIPK2 protein interaction inhibition. inhibition, % at 4.98 µM. 360,000 compounds, 0.38% hits. CHO BLA complementation NOD2-RIPK2, CCF4 ratio; in the data active = inhibition above about 21%;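 note: 0% = vehicle only and 100% = reference blocker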
# NCOA3 inh – inhibitors of human steroid receptor coactivator 3 (SRC3). 360,000 compounds, 0.17% hits. HEK293 GAL4-SRC3 luciferase reporter, luminescence. inhibition, % at 3.6 µM. Q9Y6Q9;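 active = inhibition above a per-campaign cutoff, the mean of all compounds plus 3 SD, cut at about 60% in these data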;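 note: 0% = DMSO-treated cells and 100% = gossypol-treated cells at 36 µM; higher means less SRC3-driven luciferase light from the GAL4 reporter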
# LMP1 NFkB inh – Epstein-Barr LMP1 NF-kappaB reporter inhibition; LMP1-induced NF-kappaB luciferase reporter cells, luminescence; inhibition, % at 12.5 µM; 350,000 compounds, 0.69% hits; in the data active = inhibition above about 41%;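 note: 0% = neutral control wells and 100% = reference inhibitor control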
# TWEAK Fn14 block – inhibitors of TWEAK-Fn14 interaction signaling; 360,000 compounds, 2% hits; inhibition, % at 10 µM; TWEAK-stimulated Fn14 reporter cells, luciferase luminescence, 8 h; in the data active = inhibition above about 50%
# NR2F2 inh – inhibitors of human COUP-TFII (NR2F2). inhibition, % at 8.6 µM. HEK293T NGFI-A luciferase reporter, luminescence. 370,000 compounds, 0.7% hits;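 active = inhibition above a per-plate cutoff, mean inhibition of test wells between control levels plus 3 SD, cut at about 38% in these data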;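 note: cells cotransfected with COUP-TFII expression vector driving the NGFI-A reporter; 0% = median of COUP-TF2 test wells and 100% = reporter-only cells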
# Target sequence (P24468 whole entry, looked up): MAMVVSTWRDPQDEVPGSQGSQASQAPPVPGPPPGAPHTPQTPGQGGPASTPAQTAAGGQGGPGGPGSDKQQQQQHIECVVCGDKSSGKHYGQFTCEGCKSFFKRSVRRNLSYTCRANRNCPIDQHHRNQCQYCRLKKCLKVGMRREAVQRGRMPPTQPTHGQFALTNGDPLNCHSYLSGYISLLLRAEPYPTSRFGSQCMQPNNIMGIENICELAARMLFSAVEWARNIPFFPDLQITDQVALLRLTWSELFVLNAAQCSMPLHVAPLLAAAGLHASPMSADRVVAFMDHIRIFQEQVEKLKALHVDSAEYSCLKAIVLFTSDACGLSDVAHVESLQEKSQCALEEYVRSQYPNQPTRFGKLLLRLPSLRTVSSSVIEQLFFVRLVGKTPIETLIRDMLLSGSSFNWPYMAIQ
# TROY NFkB inh – blocks TROY-dependent signaling in reporter cells. Q293 LMP1-TROYcd NF-kB luciferase reporter, 4 h. inhibition, % at 10 µM. 360,000 compounds, 0.98% hits;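 active = compounds whose plate-normalised and pattern-corrected inhibition of the luciferase reporter signal at the single screening dose is 50% or more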
# Numbers without * were called inactive; . = no result given. Not all compounds are listed (hit frequency here may not be typical).
SMILES,LRH-1 inv ag,TRAIL sens C8,TLR9-MyD88 block,SRC2 inh,NCOA1 inh,NOD2-RIPK2 inh,NCOA3 inh,LMP1 NFkB inh,TWEAK Fn14 block,NR2F2 inh,TROY NFkB inh
CCOC(=O)c1c(C)c(C(=O)NC(C)COC)c(C)n1C (stereo unspecified),15,-16,-6,-3,-14,-14,-12,6,17,-9,-3
CCOC(=O)C1(Cc2cccc(OC)c2)CCN(Cc2cnc(SC)nc2)CC1,-1,0,.,-38,4,-1,11,3,7,15,2
Cc1ccc2c(c1)N(C(=O)CCC(=O)NCC(C)c1ccccc1)CC(C)O2 (stereo unspecified),3,1,8,-2,-5,16,10,-5,0,-13,11
CCOC(=O)c1c(NC(=O)CNC2CCCCC2)sc(C)c1C,14,-1,-5,-42,0,1,18,-7,0,3,1
CC(C)[C@H](NC(=O)c1ccco1)C(=O)OCC(=O)c1ccc(Br)s1,11,0,-14,13,1,-2,0,4,8,2,7
COc1ccccc1CNCC(O)(c1ccc(Cl)cc1)c1ccc(Cl)cc1,-8,12,-9,-17,12,-6,16,0,-14,13,8
CCCCOC(=O)C(C)Oc1ccc(=O)n(-c2ccccc2)n1 (stereo unspecified),12,-3,2,17,3,0,8,24,4,19,6
CCC1(c2ccccc2)C(=O)N=C(N)N(C#N)C1=O (stereo unspecified),3,-11,-14,-23,-8,-6,-2,4,-1,-5,-14
CCCN1C(=O)COc2ccc(C(=O)c3ccccc3C(=O)O)cc21,5,0,-3,-7,0,-3,-5,-1,8,5,-5
CCCN(CCC)S(=O)(=O)c1ccc2c(c1)CCCN2C(C)=O,-2,10,-2,4,3,-6,-1,-6,7,-4,-14
Cc1ccc2oc(C(=O)N(Cc3ccccc3)C3CCS(=O)(=O)C3)c(C)c2c1 (stereo unspecified),-8,-2,-4,0,-4,0,-4,-1,2,19,21
CCOC(=O)C1CCN(C(=O)c2oc3ccc(S(=O)(=O)N4CCCCCC4)cc3c2C)CC1,3,-5,7,22,-2,0,-12,5,22,14,9
Cc1ccc([C@@H]2CC=C(C(=O)O)[C@H](c3ccc(Cl)cc3)N2S(=O)(=O)c2ccc(C)cc2)cc1,-19,-2,0,-1,0,-8,-9,5,23,11,20
CCOC(=O)C(=NC1CCS(=O)(=O)C1)NNc1ccccc1Cl (stereo unspecified),14,-1,-14,2,-4,12,-6,5,-1,-4,-23
COc1ccc(CC(=O)NNS(=O)(=O)c2ccc3ccccc3c2)cc1OC,11,-6,-5,6,0,-10,24,6,-2,20,11
COc1cccc(C(=O)Nc2cc(C(=O)NCCc3ccccc3)ccc2Cl)c1,-32,3,-1,-19,-44,6,-16,-19,-26,-35,-76
C=C(CN(C)C)C(=O)c1ccc(C)cc1C,13,18,11,-3,-7,33*,7,-8,46,-6,-20
COc1nccnc1NS(=O)(=O)c1ccc(NC(=S)NC(=O)/C=C/c2ccccc2)cc1,2,11,-4,9,-2,-8,-5,3,10,6,-6
COc1ccc(C(=O)COC(=O)c2ccccc2C(=O)N(C)c2ccccc2)c(OC)c1,-35,-14,0,-43,-51,-3,-27,-19,13,-12,-47
CCC1(CC)C(C#N)C(=O)NC(=O)C1C#N (stereo unspecified),5,28,-21,-6,-2,-8,7,2,-11,3,26
Cc1ccc(-c2nc(CS(=O)(=O)CC(=O)N3CCOCC3)c(C)o2)cc1,1,-16,-5,-22,4,2,3,-4,-3,0,4
COC(=O)C1=C(C)N(Cc2ccccc2)C(=S)N[C@H]1c1ccc(Br)cc1,-17,5,-4,12,-3,-16,-21,-3,9,-5,6
CC1(C)C(CC(=O)O)CC1C(=O)O (stereo unspecified),10,-1,10,-9,1,-7,15,2,-5,0,-23
CCOc1ccc(/C=C2/C(=N)N3OC(C)=CC3=NC2=O)cc1OC,13,-4,2,-20,-11,2,9,-10,0,5,4

# Some of the entries above, reformatted.
# Below each SMILES – LRH-1 inv ag | TRAIL sens C8 | TLR9-MyD88 block | SRC2 inh | NCOA1 inh | NOD2-RIPK2 inh | NCOA3 inh | LMP1 NFkB inh | TWEAK Fn14 block | NR2F2 inh | TROY NFkB inh
COc1ccc(CC(=O)NNS(=O)(=O)c2ccc3ccccc3c2)cc1OC
  11 | -6 | -5 | 6 | 0 | -10 | 24 | 6 | -2 | 20 | 11
COc1cccc(C(=O)Nc2cc(C(=O)NCCc3ccccc3)ccc2Cl)c1
  -32 | 3 | -1 | -19 | -44 | 6 | -16 | -19 | -26 | -35 | -76
C=C(CN(C)C)C(=O)c1ccc(C)cc1C
  13 | 18 | 11 | -3 | -7 | 33* | 7 | -8 | 46 | -6 | -20

# New compounds follow
SMILES,LRH-1 inv ag,TRAIL sens C8,TLR9-MyD88 block,SRC2 inh,NCOA1 inh,NOD2-RIPK2 inh,NCOA3 inh,LMP1 NFkB inh,TWEAK Fn14 block,NR2F2 inh,TROY NFkB inh
COCC(C)NCc1cccc([N+](=O)[O-])c1 (stereo unspecified),10,-34,-5,5,3,-6,0,2,5,7,15
NC(=O)CSc1nnc2ccc(-c3ccco3)nn12,4,32,5,-43,4,-9,17,-12,-4,-19,0
CNCc1ccccc1Sc1ccc(OC)cc1,17,-1,2,3,-9,-4,25,-6,16,6,-18
CC1CCN(c2nc(Cl)nc(Nc3ccc([N+](=O)[O-])cc3)n2)CC1,4,20,1,-23,-36,-1,3,2,4,3,-3
CCOc1ccc(-n2c(SCC(N)=O)nnc2-c2ccco2)cc1,18,20,-1,-7,5,-9,10,0,11,-7,-12
CC(C)C[C@H]1COCCS(=O)(=O)N1Cc1cccc(C(F)(F)F)c1,-16,-3,4,17,-1,12,16,-6,-5,3,-5
CC(=O)NCCn1c(SCC(=O)NCCc2ccc(S(N)(=O)=O)cc2)nc2ccccc2c1=O,8,3,3,-15,0,2,-5,4,-5,-8,-1
CCc1c(C)nc(N2CCN(c3cccc(OC)c3)CC2)[nH]c1=O,-10,-3,9,0,19,5,-1,-9,-26,-2,-5
CCOC(=O)C1CCCN(c2c(NCCN3CCCCC3CC)c(=O)c2=O)C1 (stereo unspecified),-8,5,3,4,7,-6,-9,-2,-10,-2,4
CCOC(=O)[C@@H]1CCN(Cc2ccccc2)C[C@H]1c1ccccc1,-8,15,.,2,0,-4,7,.,13,-5,-11
CCCCN1C(=O)N(c2ccccc2Cl)C(C)(O)CC1(C)C (stereo unspecified),33,-9,4,6,7,-13,10,-3,20,2,8
CCC(=O)N1CCC1(C)C(=O)Nc1cccc(Oc2ccccc2)c1 (stereo unspecified),-3,-4,.,-3,2,4,-1,.,-10,-2,6
O=c1[nH]ncn2cccc12,5,-1,11,-14,7,2,-3,-11,3,1,15
Cc1nc2sc(C(c3ccccc3)N3CCOCC3)c(O)n2n1 (stereo unspecified),6,10,-6,-5,-1,-1,7,22,16,20,11
CCOC(=O)c1ccc(NC(=O)COC(=O)c2cccc(Oc3ccccc3)c2)cc1,-3,-7,6,-31,-12,-11,4,-3,-17,-10,-2
O=c1cc(O)c2sc3nc(-c4ccccc4)cc(C(F)(F)F)c3c2[nH]1,9,-3,2,-5,-32,17,12,-8,2,-8,-10
Cc1nn(Cc2cccc(C(=O)Nc3ccn(Cc4c(F)c(F)cc(F)c4F)n3)c2)c(C)c1[N+](=O)[O-],8,21,1,2,3,-5,6,12,22,0,19
CCCCOCCCNC(=O)N[C@@H](CC(C)C)C(=O)O,13,1,4,-1,-23,2,26,-31,8,-1,-4
CCOc1ccccc1N1CCN(C(=O)c2cn(CC3CCCCC3)nn2)CC1,-18,0,-3,-22,-54,6,-26,-24,-39,-9,-70
COc1ccc(C(=O)N2CCN(c3cccc(Cl)c3)CC2)cc1,13,-14,2,-9,-5,0,4,6,-10,-5,-5
C/C(=N\NC(=O)CC#N)c1cc2ccc(O)cc2oc1=O,22,0,-40,8,-1,-45,-2,1,18,-2,-8
Cc1ccc(S(=O)(=O)Nc2ccccc2C(=O)NCc2cccnc2)cc1,-1,-2,1,-9,-4,3,16,7,-8,12,6
Cc1ccc(SCc2nc3ccccc3n2CC(=O)Nc2ccccc2)cc1,17,0,-7,5,4,-8,1,9,-4,-1,5
O=C(C[n+]1ccc(/C=N/O)cc1)N(Cc1ccccc1)Cc1ccccc1,21,1,11,-24,20,0,2,-5,-5,3,-19
Cn1c(=O)[nH]c(=O)c2c1nc(SCC(=O)Nc1ccccc1)n2Cc1ccccc1,19,-11,1,-15,-1,-9,-8,-1,21,-2,-8
Cc1ccc(NC(=O)[C@@H](C)NC(=O)[C@@H]2Cc3ccccc3CN2)cc1,-10,0,-1,-13,-9,-15,11,-5,8,-24,-33
Cc1ccc2occ(/C=N/NC(=O)c3ccc(O)cc3)c(=O)c2c1,6,-10,-6,32,8,-3,9,-4,37,15,44
CCN(CC)C(=O)Nc1ccc(C(=O)OC)cc1,-20,-10,-14,-14,-7,-4,16,-4,-23,-8,-8
COc1ccccc1N(CC(=O)N1CCOCC1)S(C)(=O)=O,8,-34,0,-5,10,-7,-32,-11,-2,-8,5
COc1ccc(-c2cc3nc(C)cc(N4CC(C)CC(C)C4)n3n2)cc1 (stereo unspecified),11,1,3,1,4,3,10,-2,2,-1,16
CC(C)(C)NC(=O)Cn1c(SCC(=O)NC2CCCC2)nc2ccccc21,-3,21,-12,-48,14,-13,18,-10,6,3,13
O=C(O)c1cc(NC(=O)C2CCCO2)cc(NC(=O)C2CCCO2)c1 (stereo unspecified),2,-8,1,-17,7,4,10,-2,21,3,-7
O=C(N/C(=C/c1cccc([N+](=O)[O-])c1)C(=O)N1CCOCC1)c1ccccc1Br,6,-8,-5,-16,5,8,-13,-5,3,21,-2
Nc1cc(N)nc(SCC(=O)NCc2ccc3c(c2)OCO3)n1,6,-11,-6,-5,9,-5,23,-4,-16,7,-3
Cc1ccc(CNC(=O)C(OC(=O)c2ccco2)C(C)C)cc1 (stereo unspecified),16,2,14,6,0,5,-10,-7,11,14,-3
CCN1C(=O)/C(=C2/Sc3ccc(OC)cc3N2C)SC1=Nc1cccc(O)c1,-11,7,-12,-3,-1,-5,5,-4,-62,10,-11
O=C(NC(Cc1c[nH]c2ccccc12)C(=O)O)/C(=C/c1ccco1)NC(=O)c1ccccc1 (stereo unspecified),18,-3,-1,15,6,-4,3,0,2,11,12
O=C(CN1CCN(S(=O)(=O)c2ccc(Br)cc2)CC1)N/N=C/c1cc([N+](=O)[O-])ccc1Cl,-30,20,-8,13,-20,-9,-23,0,1,-4,14
COC(=O)C1=C(C(=O)OC)[C@@H]2N(C)c3ccc(OC)cc3[C@@]23C[C@@H](C(=O)OC)N(C(=O)c2ccco2)C3=N1,16,-15,7,2,-2,1,-3,1,23,-16,-7
CC1=C(C(=O)O)N2C(=O)C(NC(=O)c3c(F)cccc3F)C2SC1 (stereo unspecified),-14,-14,3,-8,1,7,-22,2,11,11,4
C[C@@H](C(=O)NC1CCN(Cc2ccccc2)CC1)N1C(=O)N2CCc3c([nH]c4ccccc34)[C@@]2(C)C1=O,7,3,-8,5,0,-6,1,-3,5,7,-2
CCCN(CC1CC1)C(=O)COC(=O)c1ccc2c(c1)C(=O)N(c1ccc(OCC)cc1)C2=O,2,-5,7,-11,5,5,19,-2,6,5,22
CC(=O)c1cccc(NC(=O)CN2C(=O)C(=O)N(Cc3ccco3)C2=O)c1,-21,-2,7,15,-25,-7,5,0,13,33,7

# Bioassay records: PubChem, several laboratories
